MBD2 inh: blocks human MBD2 binding to methylated DNA; Q9UBB5; TR-FRET, MBD2 binding to methylated oligonucleotide; inhibition, % at 4.4 µM; hit rate 0.31% among 370,000; in the data active means inhibition above about 13%
PLCb3 inh: PLC-beta3 (human) inhibition, primary screen; Q01970; Purified PLC-beta3, fluorogenic substrate, fluorescence; inhibition, % at 12.2 µM; hit rate 0.18% among 370,000; in the data active means inhibition above about 11%;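 further: 0% = median of compound wells on plate and 100% = full blocker control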
Target sequence (Q01970 whole entry, looked up): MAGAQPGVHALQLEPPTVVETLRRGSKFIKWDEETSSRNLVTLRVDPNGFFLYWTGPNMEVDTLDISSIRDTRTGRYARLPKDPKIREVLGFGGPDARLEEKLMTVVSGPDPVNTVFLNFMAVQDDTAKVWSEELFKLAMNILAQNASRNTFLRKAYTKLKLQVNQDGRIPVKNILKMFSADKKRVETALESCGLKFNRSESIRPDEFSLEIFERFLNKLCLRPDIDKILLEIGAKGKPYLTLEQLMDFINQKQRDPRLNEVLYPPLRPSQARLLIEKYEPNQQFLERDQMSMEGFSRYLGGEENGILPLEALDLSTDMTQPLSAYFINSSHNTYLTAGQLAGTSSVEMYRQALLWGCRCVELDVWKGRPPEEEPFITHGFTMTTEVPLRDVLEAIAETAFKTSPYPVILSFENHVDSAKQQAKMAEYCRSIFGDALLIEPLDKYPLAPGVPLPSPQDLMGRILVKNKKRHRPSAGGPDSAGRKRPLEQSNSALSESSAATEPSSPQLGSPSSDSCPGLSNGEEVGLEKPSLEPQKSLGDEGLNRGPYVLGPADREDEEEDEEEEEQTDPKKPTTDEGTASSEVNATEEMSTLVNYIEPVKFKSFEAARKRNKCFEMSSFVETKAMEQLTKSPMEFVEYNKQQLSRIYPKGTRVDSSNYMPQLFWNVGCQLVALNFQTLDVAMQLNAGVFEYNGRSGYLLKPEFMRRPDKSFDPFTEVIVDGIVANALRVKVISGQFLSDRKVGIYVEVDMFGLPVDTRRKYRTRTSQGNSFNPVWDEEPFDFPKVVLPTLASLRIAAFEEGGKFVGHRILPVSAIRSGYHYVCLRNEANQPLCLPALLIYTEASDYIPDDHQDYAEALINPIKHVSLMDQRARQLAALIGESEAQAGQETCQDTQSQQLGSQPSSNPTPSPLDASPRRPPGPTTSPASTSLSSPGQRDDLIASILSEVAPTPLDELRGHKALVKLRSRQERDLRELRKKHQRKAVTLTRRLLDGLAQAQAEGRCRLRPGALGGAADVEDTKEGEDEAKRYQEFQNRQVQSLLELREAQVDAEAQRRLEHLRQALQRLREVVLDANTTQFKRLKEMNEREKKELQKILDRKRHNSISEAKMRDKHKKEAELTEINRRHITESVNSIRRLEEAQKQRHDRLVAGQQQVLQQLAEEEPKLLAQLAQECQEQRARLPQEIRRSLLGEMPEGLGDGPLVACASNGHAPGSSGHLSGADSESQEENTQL
hgDAF-12 ag: agonists of H. glycines DAF-12 nuclear receptor; HEK293 GAL4-hgDAF12 UAS-luciferase reporter, agonist luminescence; normalized to butyrate control; activation, % at 6.8 µM; hit rate 1.8% among 370,000; AID 687014;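 active means activation above a cutoff set at the mean of all screened compounds plus 3 SD, cut at about 10% in these data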;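 further: 0% = DMSO wells and 100% = sodium butyrate wells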
Rev-erbA mod: modulators of human Rev-erb alpha DNA binding. Rev-erbα–FITC-DNA binding, fluorescence polarization, 90 min. hit rate 0.79% among 370,000. AID 1259318. activity, % at 10 µM;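 active means activity above about 14%, limit read from the data; passing the limit was not always enough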;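 further: 0% = DMSO wells with 35 nM protein and 100% = DMSO wells with 750 nM protein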
ssDAF-12 act: activators of S. stercoralis DAF-12 nuclear receptor. HEK293 ssDAF-12/GRIP1 lit1-tk-luc reporter, luminescence; % of 3 µM dafachronic acid response. activation, % at 6.8 µM. hit rate 1% among 370,000;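 active means activation above the mean over all tested compounds plus 3 SD, cut at about 0.9% in these data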;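 further: 0% = DMSO-only wells and 100% = 3 µM delta7-dafachronic acid wells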
SMARCA2 activ: increases SMARCA2 function in MMTV reporter cells | MG213 cells, MMTV-luciferase reporter, dexamethasone, overnight | activation, % at 9.1 µM | hit rate 1% among 370,000; in the data active means activation above about 7.8%;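 further: 0% = vehicle wells and 100% = reference activator wells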
DAX1 inh-1: blocks DAX1 repression of SF-1 activated StAR promoter; HEK293T StAR-luciferase reporter, SF-1/DAX-1 repression relief; inhibition, % at 6.8 µM; hit rate 1.1% among 370,000; AID 652010;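 active means inhibition above the mean over all tested compounds plus 3 SD, cut at about 3.6% in these data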;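 further: 0% = DAX-1 cells with DMSO and 100% = cells lacking DAX-1 with DMSO; higher inhibition means more luminescence from relief of DAX-1 repression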
hcDAF-12 act: activators of H. contortus DAF-12 nuclear receptor; HEK293 hcDAF-12 lit1-tk-luc reporter, luminescence; 0% DMSO, 100% Δ7-dafachronic acid; AID 652067; activation, % at 6.8 µM; hit rate 1.4% among 370,000;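 active means activation above the mean of all tested compounds plus 3 SD, cut at about 5.5% in these data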;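 further: 100% = response to 3 µM Δ7-dafachronic acid high control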
DAX1 inh-2: inhibits human nuclear receptor DAX1 | P51843 | HEK293 Gal4-DAX1 luciferase reporter, luminescence | inhibition, % at 6.75 µM | hit rate 0.99% among 340,000 | AID 504766;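 active means inhibition above the mean over all tested compounds plus 3 SD, cut at about 4.2% in these data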;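 further: 0% = DAX1-transfected cells with DMSO and 100% = empty-vector control cells with DMSO; inhibition shows as a rise in luminescence from relieved DAX1 repression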
PLC-gamma1 inh: inhibitors of human phospholipase C gamma1; P19174; purified PLC-gamma1, fluorogenic substrate, fluorescence; inhibition, % at 12.2 µM; hit rate 0.84% among 370,000; AID 720700; in the data active means inhibition above about 9.5%
ADAM17 inh: inhibits human ADAM17; recombinant ADAM17, EDANS/DABCYL FRET peptide cleavage; inhibition, % at 6.95 µM; hit rate 0.83% among 370,000;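 active means inhibition above the mean of compounds lying between control limits plus 3 SD, set per campaign, cut at about 8.5% in these data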;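 further: 0% = DMSO-only wells as the low control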
The depositor's hits bear a star; i = inactive; x = no result given.

Start of the data: the first eight records as a preview:
SMILES	MBD2 inh	PLCb3 inh	hgDAF-12 ag	Rev-erbA mod	ssDAF-12 act	SMARCA2 activ	DAX1 inh-1	hcDAF-12 act	DAX1 inh-2	PLC-gamma1 inh	ADAM17 inh
CCOc1ccc(-c2nc(CSCC(=O)NC3CCC3)c(C)o2)cc1	-2	-3	-5.1	-2	-2.7	x	x	-4.9	x	-2	-4
CC(C)OCC1Cn2c(nc3c2c(=O)n(C)c(=O)n3C)O1 (stereo not given)	1	1	4.1	6	-0.2	0	-0.2	-0.9	0.0	2	-1
Cc1ccc(NC(=O)CN2CCCCCC2)cc1Br	-3	3	-0.4	3	-1.0	0	0.1	-1.3	-1.4	4	0
Fc1cccc2sc(N3CCOCC3)nc12	0	1	2.6	-2	0.1	2	1.1	-1.7	2.3	6	-1
CC(=O)Oc1ccc(Cn2c(C)c(C(=O)NCc3ccc(C#N)cc3)sc2=O)cc1	0	4	3.0	4	-1.6	-2	-0.8	-3.1	x	4	-3
CC(C)OC(=O)c1cc(NC(=O)C2C3C=CC(O3)C2C(=O)O)cc(C(=O)OC(C)C)c1 (stereo not given)	-2	-87	1.3	2	-0.9	-2	0.0	0.5	0.5	-51	-61
COc1ccc(C(N)c2csc(Nc3ncccn3)n2)cc1 (stereo not given)	-1	1	3.4	-7	-1.4	1	0.3	1.6	x	6	3
CCN(c1ccc(OC)cc1)c1ncnc2nc[nH]c12	-3	2	4.6	0	-1.6	-2	-0.1	-3.8	-1.1	1	7

This part in full (from the top)
SMILES	MBD2 inh	PLCb3 inh	hgDAF-12 ag	Rev-erbA mod	ssDAF-12 act	SMARCA2 activ	DAX1 inh-1	hcDAF-12 act	DAX1 inh-2	PLC-gamma1 inh	ADAM17 inh
CCOc1ccc(-c2nc(CSCC(=O)NC3CCC3)c(C)o2)cc1	-2	-3	-5.1	-2	-2.7	x	x	-4.9	x	-2	-4
CC(C)OCC1Cn2c(nc3c2c(=O)n(C)c(=O)n3C)O1 (stereo not given)	1	1	4.1	6	-0.2	0	-0.2	-0.9	0.0	2	-1
Cc1ccc(NC(=O)CN2CCCCCC2)cc1Br	-3	3	-0.4	3	-1.0	0	0.1	-1.3	-1.4	4	0
Fc1cccc2sc(N3CCOCC3)nc12	0	1	2.6	-2	0.1	2	1.1	-1.7	2.3	6	-1
CC(=O)Oc1ccc(Cn2c(C)c(C(=O)NCc3ccc(C#N)cc3)sc2=O)cc1	0	4	3.0	4	-1.6	-2	-0.8	-3.1	x	4	-3
CC(C)OC(=O)c1cc(NC(=O)C2C3C=CC(O3)C2C(=O)O)cc(C(=O)OC(C)C)c1 (stereo not given)	-2	-87	1.3	2	-0.9	-2	0.0	0.5	0.5	-51	-61
COc1ccc(C(N)c2csc(Nc3ncccn3)n2)cc1 (stereo not given)	-1	1	3.4	-7	-1.4	1	0.3	1.6	x	6	3
CCN(c1ccc(OC)cc1)c1ncnc2nc[nH]c12	-3	2	4.6	0	-1.6	-2	-0.1	-3.8	-1.1	1	7
COc1ccc(NC(=O)Cc2c(C)n(C(=O)c3ccc(Cl)cc3)c3ccc(OC)cc23)cc1	-4	-3	2.1	2	0.0	-3	0.0	2.1	-1.1	-3	-1
CCOC(=O)C1=C(C)N=c2s/c(=C/c3ccccc3)c(=O)n2C1c1ccc(OC)c(OC)c1 (stereo not given)	7	1	-1.1	-5	-1.7	1	-0.6	-1.2	1.6	-1	-4
Cc1cc(C)c(-c2csc(NC(=O)COC(=O)c3ccc4c(c3)OCO4)n2)c(C)c1	3	3	2.1	-1	-0.8	-3	-0.1	-2.1	-0.1	1	-1
COc1ccc(S(=O)(=O)NCCOc2ccccc2)cc1OC	-4	1	-0.7	-3	-0.8	-1	-0.4	-2.0	0.9	-1	-3
COc1ccc(NC(=O)c2ccc(NC(=O)CN3CCC(C(N)=O)CC3)cc2)cc1	-7	1	1.1	-4	-1.2	-1	1.1	-0.4	0.5	0	1
Cc1ccc([C@H]2C[C@H](O)[C@@H](n3cc(C4CC4)nn3)CN2CC2CCCCC2)cc1	1	4	0.3	4	-0.3	-7	0.5	-1.3	0.4	4	-3
COc1cccc(NC(=O)c2cccc(C)c2[N+](=O)[O-])c1	-2	0	7.2	3	-0.4	5	0.6	1.7	0.7	4	0
O=C(O)C1(Nc2ccccc2Cl)CCCC1	-3	0	3.5	-2	-1.0	-6	-0.5	-0.5	-0.6	0	0
COc1ccc(NC(=O)c2ccc(-c3ccccc3)cc2)cc1S(=O)(=O)N1CCOCC1	0	-8	-4.2	7	-2.2	-1	-1.8	-4.5	-2.0	0	-6
O=C(CN1CCC(n2nnc3ccccc32)CC1)NCc1cccs1	-5	0	-0.2	-7	-0.4	-2	-0.5	-3.2	3.2	-2	-5
CCOc1ccc2[nH]cc(C(=O)NCc3ccccc3)c(=O)c2c1	-1	-4	-7.0	0	-2.0	-2	-1.0	-3.8	-3.5	7	-4
O=C(COC(=O)CCSc1ccccc1)Nc1ccc(F)cc1Cl	-2	1	2.9	-1	-1.3	1	-0.2	-1.2	0.5	4	7
COc1cc(C(C)=O)ccc1OCC(=O)N(CCC1=CCCCC1)c1c(N)n(Cc2ccccc2)c(=O)[nH]c1=O	4	-13	1.2	0	-1.2	-4	1.7	-0.3	-0.5	-3	4
NS(=O)(=O)c1ccc(NNC(=O)c2cccs2)cc1	4	-7	1.4	6	-0.8	-3	0.1	0.0	1.5	-5	-7
CCC1(C)Cc2nc(Cl)c(C#N)cc2CO1 (stereo not given)	1	-9	1.6	3	-1.3	-2	-0.5	1.3	-0.7	-1	-1
COc1ccc(S(=O)(=O)Nc2ccccn2)cc1C(=O)Nc1ccccc1	3	-13	2.4	-1	0.1	6	0.9	3.0	0.9	1	-4
CC(C)CCNC(=O)CN(C)S(=O)(=O)c1cccc2nsnc12	4	-2	6.8	-5	-1.1	1	-0.3	-1.2	0.0	1	-4
c1csc(CNc2ncnc3ccc(-c4ccc5c(c4)OCCO5)cc23)c1	-3	-129	-1.7	4	-1.7	-1	-0.5	-1.4	-0.7	-83	-38
CCOc1cc(S(=O)(=O)NCc2ccccn2)c(C)cc1C	2	2	-2.3	-3	-1.5	0	0.4	-1.5	x	0	0
O=C(CSc1nnc2ccc(-c3ccccn3)nn12)Nc1ccc(F)cc1	3	6	4.9	4	-0.8	-3	0.2	-1.7	1.1	1	-4
O=C(NC(=S)Nc1cc(C(F)(F)F)ccc1N1CCOCC1)c1ccc(-c2cccc(Cl)c2)o1	-1	-1	1.9	6	-1.1	-1	-0.1	5.0	0.3	-4	-5
COc1c(F)c(F)c(C(=O)Nc2c(C)cc(Br)cc2C)c(F)c1F	1	-3	0.1	-2	-1.4	1	0.2	-0.3	0.1	2	-4
CS(=O)(=O)N1N=C(c2ccco2)CC1c1ccco1 (stereo not given)	-4	-8	-0.1	-17	0.1	0	0.6	0.5	2.1	-1	-4
O=C1[C@H]2[C@@H](c3ccc(C(F)(F)F)cc3)N[C@]3(CCCN(Cc4ccc(Br)cc4)C3=O)[C@H]2C(=O)N1Cc1ccccc1	2	8	1.1	-4	-1.6	-4	-1.6	-1.0	-0.8	3	14*
CSc1ccc(CN2CCC2(C)C(=O)Nc2cnc3ccccc3c2)cc1 (stereo not given)	-7	3	0.1	-2	-0.9	1	0.4	-1.1	x	2	4
CCCCn1c(SCC(=O)Nc2ccc(NC(C)=O)cc2)nc2ccccc2c1=O	1	-8	0.0	8	-1.4	-1	-0.5	-1.7	-1.9	-1	-1
O=C(OCC(=O)N(CCc1ccccc1)Cc1ccccc1)c1cc(S(=O)(=O)N2CCOCC2)ccc1F	-1	2	1.5	10	-0.9	-1	-1.1	-0.9	1.5	7	0
COCCNC(=O)c1ccccc1NC(=O)c1ccc(OC)c(OC)c1	0	0	-0.6	-2	-1.4	-2	-0.7	-1.7	0.8	-4	-6
CCCCCCCCN1C(=O)[C@H](CC(=O)N2CCSCC2)C[C@@]2(C(=O)OC)CCCCC=C12	-2	1	2.4	-4	-1.0	6	0.0	-1.9	x	1	3
CCc1ccc(-c2ccc(SCC(=O)NC3CCCC3)nn2)cc1	1	8	6.1	-3	0.3	-4	2.6	-0.3	2.9	3	7
COc1ccccc1C(CC(=O)c1ccccc1)C(=O)c1ccccc1 (stereo not given)	9	-3	-2.9	3	-2.0	-2	-3.2	-1.1	x	6	5
Cc1ccc2nc(SCC(=O)Nc3ccccc3N3CCOCC3)c(C#N)cc2c1	2	-7	-2.2	28*	-0.6	-3	-0.7	0.7	-0.7	-7	-6
C#CCOc1c(Cl)cc(/C=N/O)cc1OC	3	0	0.8	-1	-1.4	-1	-0.1	-1.5	-0.8	-1	-1
C[C@H](CO)N1C[C@H](C)[C@@H](CN(C)Cc2ccc3c(c2)OCCN3C)OCc2cnnn2CCCC1=O	-1	-1	-1.0	0	-0.6	-3	0.2	-0.2	1.0	0	-1
O=C(CSc1ccccc1)NCCSCc1ccccc1	0	-1	-1.1	1	-0.9	0	1.4	0.0	-0.1	-3	0
Cc1ccc(NC(=O)N2CCCC2C(=O)Nc2ccc3c(c2)OCCO3)cc1 (stereo not given)	-3	-7	-1.0	-3	-0.4	-2	-0.1	-1.5	3.3	-1	-1
CSc1ncccc1C(=O)OCC(=O)c1ccc(C)s1	5	-3	-1.8	17	-1.0	-6	0.6	-1.8	0.3	1	-5
CCCCc1cc(=O)oc2c(CN(C)C)c(O)c(Cl)cc12	-2	i	-1.5	-2	1.3*	-2	-0.9	-0.9	0.3	i	i
Cc1cc2nnc(SCC(=O)N3CCOCC3)n2c2ccccc12	-4	0	0.4	4	-1.8	-2	-0.8	-1.5	-0.2	-1	2
C/C=C(\C)CN1CCC(n2nccc2NC(=O)c2ccc(OC)cc2)CC1	1	-5	-1.4	4	-0.9	-2	0.0	-0.8	1.0	-24	-1
CC(NCCO)C(=O)C12CC3CC(CC(C3)C1)C2 (stereo not given)	-6	2	0.6	2	-1.0	-2	0.5	-1.6	3.6	2	0
COc1cccc(C(=O)Nc2ccc(NC(=O)C(C)C)nc2)c1	0	4	-2.7	0	-1.2	8.5*	0.1	-1.4	1.8	3	-1
CC1C(=O)N(Cc2cn(CCC3OCCCO3)nn2)CCS(=O)(=O)N1Cc1ccc(-c2cccc(CO)c2)cc1 (stereo not given)	-1	3	7.2	3	-1.2	-3	-1.2	-0.2	-0.5	1	0
COc1ccc(N2CCN(C(=O)CN(c3ccccc3)S(C)(=O)=O)CC2)cc1	4	1	-0.4	2	-0.2	2	-0.2	-0.2	-0.3	0	-6
O=c1oc2ccccc2cc1-c1ccc(O)cc1	-2	-183	9.9	5	-0.5	7	0.2	0.2	0.8	-157	-5
